# TIM10 inh – growth inhibitors of TIM10 yeast strain. S. cerevisiae TIM10 strain growth, BacTiter-Glo luminescence, 24 h. inhibition, % at 10 µM. 330,000 tested, 1.4% active. AID 463195;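 active = inhibition of 40% or more at the single tested concentration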;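 also: wild-type TIM10 isogenic control strain grown at permissive 25 °C; 0% = DMSO yeast wells and 100% = minimal medium wells without yeast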
# APJ antag – blocks the human apelin receptor APJ. P35414. CHO-K1 APJ beta-arrestin complementation, luminescence. inhibition, % at 20 µM. 330,000 tested, 0.32% active. AID 2521;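 active = inhibition above about 40% at 20 µM, limit read from the data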;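 also: cells challenged with 10 nM apelin-13 agonist together with compound; plate controls were apelin-13 plus DMSO wells for no effect and DMSO wells lacking apelin-13 for full effect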
# Target sequence (P35414 whole entry, looked up): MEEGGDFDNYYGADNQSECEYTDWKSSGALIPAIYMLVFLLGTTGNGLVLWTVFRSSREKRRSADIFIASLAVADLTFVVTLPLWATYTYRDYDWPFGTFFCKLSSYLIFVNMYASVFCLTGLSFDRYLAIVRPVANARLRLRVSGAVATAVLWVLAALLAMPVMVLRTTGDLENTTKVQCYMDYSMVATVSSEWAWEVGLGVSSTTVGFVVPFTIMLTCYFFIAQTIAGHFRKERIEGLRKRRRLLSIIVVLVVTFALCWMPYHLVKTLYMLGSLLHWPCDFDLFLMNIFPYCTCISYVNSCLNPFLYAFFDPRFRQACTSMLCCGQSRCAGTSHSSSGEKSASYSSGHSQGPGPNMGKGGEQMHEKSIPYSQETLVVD
# NLRP3 yeast inh – inhibitors of NALP3 inflammasome in yeast; inhibition, % at 10 µM; 330,000 tested, 0.39% active; Yeast reconstituted NLRP3/ASC/caspase-1, beta-gal luminescence, 24 h;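 active = inhibition of 50% or more; inactive = inhibition below 50%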;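 also: plate controls were induced DMSO wells for no effect and uninduced yeast grown without galactose for full effect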
# MIN6 prolif – MIN6 beta-cell proliferation induction | MIN6 cells proliferation, ATPlite luminescence, 48 h; cells starved in 0.2% serum; 100% = growth in 10% serum | 330,000 tested, 0.29% active | AID 2380 | proliferation, % at 10 µM;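 active = compounds whose signal lies at least 3.5 SD above the mean of all wells on their plate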;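 also: 0% = DMSO-treated cells in low-serum medium and 100% = 10% serum control; some compounds called inactive have numbers as strong as hits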
# tim10-1 inh – tim10-1 yeast growth inhibition | S. cerevisiae tim10-1 ts strain growth, BacTiter-Glo, 24 h | inhibition, % at 20 µM | 330,000 tested, 2.2% active;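 active = inhibition of at least 40%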;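 also: mutant grown at 25 °C; 0% = DMSO wells with yeast and 100% = wells holding no yeast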
# MPTP block – inhibitors of mitochondrial permeability transition pore. inhibition, % at 10 µM. 360,000 tested, 1.4% active. isolated mouse mitochondria, Ca2+ swelling absorbance, 30 min;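 active = inhibition of 50% or more, scaled per plate between neutral and stimulator controls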;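 also: 0% = DMSO wells given calcium and 100% = 1 mM EGTA wells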
# NR3A LBD binder – modulates the human NR3A ligand-binding domain. NR3A LBD differential scanning fluorimetry, Tm shift; 0% = protein alone, 100% = glycine-bound protein. Tm shift relative to glycine control, % at 25 µM. 340,000 tested, 2.5% active. AID 1259313;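 active = melting temperature shift of at least 10% of the positive control shift, at one fixed dose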
# tim23-1 inh – inhibits growth of tim23-1 mutant yeast. 330,000 tested, 1.3% active. inhibition, % at 20 µM. AID 463212. S. cerevisiae tim23-1 growth, BacTiter-Glo luminescence, 24 h;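 active = growth inhibition of the mutant yeast at or above 50%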;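 also: temperature-sensitive mutant grown at 25 °C; plate controls were DMSO-treated mutant yeast for no effect and medium wells lacking yeast for full effect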
# APJ ag – agonists of human APJ apelin receptor; CHO-K1 APJ PathHunter beta-arrestin, luminescence; 0% DMSO wells, 100% apelin; activation, % at 20 µM; 330,000 tested, 0.11% active; AID 2520;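 active = activation more than six SD over the plate average, tested at 20 µM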;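 also: 0% = DMSO alone and 100% = apelin-13 at 10 nM; some results filed as inactive read as strong as hits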
#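 assay system = CHO-K1 APJ beta-arrestin complementation cell line | input = cell density 1000 per well | dosing = compound 20 µM once, DMSO 1% | timing = compound 90 min 25 °C, reagent 1 h | measured by = luminescence from split beta-galactosidase complementation, Galacton Star/Emerald II substrate | read-out basis = APJ agonist activity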
# An asterisk follows results filed as active; nt = not tested or not shown; & = joins results of further samples.
SMILES,TIM10 inh,APJ antag,NLRP3 yeast inh,MIN6 prolif,tim10-1 inh,MPTP block,NR3A LBD binder,tim23-1 inh,APJ ag
CCOc1ccc(CN(C)C(=O)c2cccc(S(=O)(=O)N3CCCC3)c2)cc1OC,11,5,4,-1,-6,-1.8,-2,5,1
COc1ccc(N2C(=O)CC(Sc3nnc(-c4ccccc4F)n3C)C2=O)cc1 (stereo unspecified),33,7,14,-7,31,-3.5,0,40,1
Cc1cc(C)nc(SCc2nnc(SCC(=O)N3CCCc4ccccc43)n2C)n1,-1,10,10,0,19,1.0,2,15,-6
CSc1ccc(CN(C)CC(=O)NCCc2ccccc2)cc1,-7,-3,-8,-1,8,-0.3,-1,13,-4
COC(=O)C1(C)NC(c2ccccc2OC)C2C(=O)N(c3ccccc3)C(=O)C21 (stereo unspecified),-2,-11,10,-3,-5,1.1,-1,-8,-2
O=C(Nc1cc(S(=O)(=O)N2CCCCC2)ccc1N1CCOCC1)c1ccc(C(F)(F)F)cc1,10,-9,4,-2,1,-0.9,1,3,-4
CC(=O)Oc1ccc(C(=O)[C@H]2[C@H]3C(=O)N(c4ccc5ccccc5c4)C(=O)[C@H]3[C@@H]3C=CC=NN32)cc1,39,13,20,0,38,1.2,-9,31,1
Cc1ccc(C2C(C#N)=C(N)Oc3n[nH]c(-c4cccs4)c32)cc1 (stereo unspecified),24,-9,16,3,20,0.0,-14,21,1
COc1ccc2oc(=O)cc(CN3CCOCC3)c2c1,-9,5,17,-3,-12,3.0,1,-6,1
CCCCn1c(C)csc1=Nc1cccnc1,14,6,-42,0,26,0.5,-10,22,-1
O=C(CCC1CCN(C(=O)c2cc(C(F)(F)F)ccc2Cl)CC1)NC1CC1,7,0,15,1,-7,1.1,2,8,1
O=C(COc1ccc(S(=O)(=O)N2CCOCC2)cc1)Nc1ccccc1Cl,20,13,5,-3,6,0.3,-1,6,0
COC(=O)C1=C(C)NC(C)=C(C(=O)OC)C1C(=O)OC(C)C(=O)c1ccccc1 (stereo unspecified),2&-16,10&-11,11&8,-2&1,-8&13,-1.6&-1.6,2&-1,0&3,2&0
Cc1cc(C(=O)NCCC2=CCCCC2)no1,3,-1,25,-2,-17,-0.7,2,3,1
CCOc1cc(NC(=O)C2CC2)c(OCC)cc1NC(=O)c1cc(OC)c(OC)c(OC)c1,-8,-23,9,0,-6,1.3,-3,-18,2
CCOC(=O)Cn1cnc2sc(C(=O)OC)c(C)c2c1=O,-2,8,22,-2,2,2.2,2,13,2
O=C1C(NS(=O)(=O)c2ccc(Br)cc2)=C(N2CCCCC2)C(=O)c2ccccc21,15,5,5,-5,50*,0.7,-10,44,22
O=C1CCCN2N=C(SCC(=O)Nc3nc4ccccc4s3)SC2=N1,-8,-16,17,-3,-9,-1.3,5,2,4
CCc1cc(C(=O)COc2ccccc2F)c(O)cc1O,27,15,13,3,8,47,-3,5,-3
CCC(CCC(=O)Nc1ccn(-c2ccccc2)n1)C(=O)O (stereo unspecified),-2,14,7,-3,-12,-0.1,4,13,-3
Cc1nn(C)cc1S(=O)(=O)Nc1ccc(F)c(F)c1,-2,11,11,-2,-2,1.0,-1,-4,-3
O=C(O)CC12C[C@H]3C[C@@H](C1)CC(n1ncc(N4CCN(c5ccccc5)CC4)c(Cl)c1=O)(C3)C2,2,5,9,-4,5,-0.8,7,1,-3
CCOc1ccc(CCNC(=O)c2cccc(-n3cnnn3)c2)cc1OCC,0,16,10,-1,8,0.2,0,15,-2
COc1ccc(OC(=O)c2cn(C)nc2C(F)(F)F)cc1,-1,6,35,-1,-18,-0.3,0,0,0
Cn1c2ccc(F)cc2c2nc3ccccc3nc21,-34,16,8,2,-26,0.6,-3,33,-3
NS(=O)(=O)c1ccc(CCNC(=O)COC(=O)/C=C/c2cc(Br)ccc2F)cc1,-14,3,-7,-1,-9,0.0,-2,-2,-3
Cc1ccccc1OC(C)C(=O)Nc1ccc(S(=O)(=O)N2CCCC2)cc1 (stereo unspecified),8,13,18,0,19,-1.1,-2,20,2
Cc1c(C#N)c(O)n(CCO)c(=O)c1N=Nc1ccccc1,12,17,30,0,-7,1.8,-1,-1,-4
Cc1noc(C)c1CS(=O)(=O)c1ccc(Br)cc1,-15,8,-4,1,1,-0.5,-1,2,-4
Cc1ccccc1-c1nc(CN2CCC(C(=O)NCCCN3CCCC(C)C3)CC2)c(C)o1 (stereo unspecified),-4,2,13,-7,12,-1.3,-3,-6,-3
O=c1cc(O)nc[nH]1,-13,10,17,-2,-1,-0.2,-1,1,-1
CCCCN(C)Cc1cc(=O)oc2ccc3ccccc3c12,25,15,13,-3,3,-0.8,1,28,-2
O=C(Oc1ccc(OC(=O)N2CCCCC2)cc1)N1CCCCC1,12,-14,15,-3,17,nt,nt,10,-2
O=C(COc1ccccc1-c1ccccc1)NCc1ccco1,1,6,21,3,25,-1.0,-3,12,-2
CCn1c(CCNC(=O)c2cccs2)nnc1SCC(=O)NC1CCCCC1,-9,18,8,0,10,0.5,1,8,-4
Cc1cc(C)n2nc[n+](C)c2n1,4,5,19,0,-13,0.3,3,-18,-3
COc1ccccc1C(C(=O)NCc1ccc(F)cc1)N(C(=O)c1csnn1)C1CC1 (stereo unspecified),19,12,-1,-2,21,-1.0,-1,10,-4
CCCCC(CC)C(=O)Nc1ccc(S(=O)(=O)N2CCCC2)cc1 (stereo unspecified),17,9,2,2,30,0.6,0,31,0
Cc1ccc(SCC2(O)CCN(S(=O)(=O)c3ccc(Cl)cc3)CC2)cc1,31,2,24,-6,41*,26,-5,26,1
CCCC(=O)Nc1cc2c(cc1C(=O)c1ccccc1)OCCO2,4,18,6,-2,29,-4.1,2,29,0
CCSc1nc2ccccc2n1Cc1nc(N)nc(N(C)C)n1,4,3,-4,-2,12,-0.7,-6,2,-3
CC1CCc2nc3ccc(S(=O)(=O)N4CCC(C(=O)N5CCCCCC5)CC4)cc3c(C(=O)O)c2C1 (stereo unspecified),3,19,5,-2,5,1.5,-1,12,-3
COc1ccc(OCC(=O)OCC(=O)Nc2ccc3[nH]c(=O)[nH]c3c2)cc1,-27,-3,5,4,-27,-0.5,1,-23,-1
O=C(Oc1ccc[nH]c1=O)c1cccc(Cl)c1,-2,-4,8,0,3,-0.3,5,-9,0
COc1ccc(C)cc1Nc1n[n+](-c2ccccc2)c(-c2cc(OC)c(OC)cc2Br)s1,16,13,18,-9,26,3.8,-11,25,0
O=C(NCC1CCCO1)c1ccc(S(=O)(=O)Nc2ccccc2F)cc1 (stereo unspecified),4,-36,13,-3,-3,1.6,0,12,0
Cc1ccc(C)c(N(CC(=O)NC2CCCC2)C(=O)c2csnn2)c1,-6,4,7,-1,20,0.3,-1,23,-1
O=C(CSc1nnc2ccccn12)Nc1ccc(S(=O)(=O)N2CCOCC2)cc1,-9,2,-2,-2,8,1.4,-1,-4,-2

# Random excerpt: 4 compounds from above, in no set order.
SMILES,TIM10 inh,APJ antag,NLRP3 yeast inh,MIN6 prolif,tim10-1 inh,MPTP block,NR3A LBD binder,tim23-1 inh,APJ ag
NS(=O)(=O)c1ccc(CCNC(=O)COC(=O)/C=C/c2cc(Br)ccc2F)cc1,-14,3,-7,-1,-9,0.0,-2,-2,-3
Cc1ccc(C)c(N(CC(=O)NC2CCCC2)C(=O)c2csnn2)c1,-6,4,7,-1,20,0.3,-1,23,-1
CCCC(=O)Nc1cc2c(cc1C(=O)c1ccccc1)OCCO2,4,18,6,-2,29,-4.1,2,29,0
CCCCn1c(C)csc1=Nc1cccnc1,14,6,-42,0,26,0.5,-10,22,-1

# (cont.)
SMILES,TIM10 inh,APJ antag,NLRP3 yeast inh,MIN6 prolif,tim10-1 inh,MPTP block,NR3A LBD binder,tim23-1 inh,APJ ag
O=c1c2ccccc2ncn1-c1cccc([N+](=O)[O-])c1,15,10,11,-2,10,1.3,0,5,0
COCCN1CCN(C(=O)c2ccc3nc(Cc4ccc(OC)c(OC)c4)oc3c2)CC1,3,-5,4,-5,20,5.2,0,4,6
CSCCC(NC(=O)c1ccco1)C(=O)N1CCCCCCC1 (stereo unspecified),10,18,29,2,6,-1.1,3,12,1
CC(=O)N1CCN(c2ccc(NC(=O)c3cc4ccccc4o3)cc2)CC1,6,4,10,2,-10,-0.4,6,2,1
CC(C)NC(=O)c1nn2c(C(F)(F)F)cc(-c3ccco3)nc2c1Cl,-11,5,7,1,7,-0.6,0,-3,-3
Cc1ccc(CNC(=O)C(N=C2NS(=O)(=O)c3ccccc32)C(C)C)cc1 (stereo unspecified),7,-11,22,-2,-3,1.0,0,11,-3
O=C(CNc1cccc(S(=O)(=O)N2CCCC2)c1)Nc1cccc(F)c1,17,6,4,0,22,0.8,0,18,-5
CCSc1nsc(NC(=O)Nc2ccc(F)cc2F)n1,-4,-13,39,-4,-2,72*,0,5,1
COc1ccccc1CN=C1NC(=O)C(CC(=O)Nc2ccc(C(C)=O)cc2)S1 (stereo unspecified),-6,8,2,3,2,1.0,-1,-10,-2
O=C(NCc1ccccc1)N1CCC(Cc2ccccc2)CC1,7,-1,22,-2,-6,-0.1,1,0,-3
Cc1ccccc1NC(=O)CSc1nc(Nc2ccccc2)nc(N2CCOCC2)n1,15,-7,8,-2,4,-1.7,-7,16,-5
COc1cccc(N(C(=O)c2snc(C(N)=O)c2N)C(C(=O)NCc2ccccc2)c2ccc(O)cc2)c1 (stereo unspecified),-21,-7,12,0,-9,-0.3,-5,10,2
O=C(N/N=C/c1c[nH]c2ccccc12)c1cc(-c2ccc(-c3ccccc3)cc2)n[nH]1,5,-14,15,-6,1,2.5,20*,15,6
O=C(CCS(=O)NCc1ccccc1)NCc1ccccc1 (stereo unspecified),-5,-1,5,-1,23,nt,nt,8,-6
CCC(=O)OC1(C)C(=O)C=C2C=C(CCCC(=O)OC)OC=C2C1=O (stereo unspecified),1,-61,6,-4,-2,-1.8,-11,1,3
CC(C)c1csc(CN2CCC(CO)(Cc3cccc(F)c3)CC2)n1,5,-4,20,-3,11,-0.8,0,17,-2
COC(=O)c1ccc(-n2c(C)cc(C(=O)COC(=O)C3=COCCO3)c2C)cc1,1,5,23,-3,-3,1.1,-1,1,0
CCn1ncc(Br)c1C(=O)Nc1cc(C)cc(C)c1,-1,-1,-4,0,0,-0.5,5,-4,2
Cc1cc2nnc(SC(C)C)n2c2ccccc12,11,25,7,-5,18,-0.2,0,50,-2
CCOC(=O)C1=C(C)N=c2s/c(=C\c3ccc(O)c([N+](=O)[O-])c3)c(=O)n2C1c1ccccc1OC (stereo unspecified),13,39,38,-4,7,46,0,30,-8
Cc1ccc(C)c(OCCCC(=O)N2CCOCC2)c1,-2,0,8,-1,22,0.0,0,8,1
Cc1cc(C)c(NC(=O)C2CCCN(S(=O)(=O)c3c(C)noc3/C=C/N(C)C)C2)c(C)c1 (stereo unspecified),3,13,-8,-3,19,-1.0,2,7,3
CCOc1ccc(C(=O)CCC(=O)NC2=NCCS2)cc1,14,9,21,2,22,-0.1,-4,10,-2
Cc1ccc(Nc2nnc(SCC(=O)N(C)C3CCS(=O)(=O)C3)s2)cc1 (stereo unspecified),4,-15,6,-3,1,0.5,-1,5,0
CCc1c(C#N)c(N)nc(SCC(=O)OCc2ccccc2)c1C#N,0,0,0,-1,22,2.8,-22,1,-1
Cc1ccc(NC(=O)N(C2=NCC(C)S2)c2ccccc2)cc1 (stereo unspecified),-9,-4,2,-1,26,3.2,4,3,-1
N#CC(C(=O)c1ccccc1Cl)=C1SCCCS1,42*,16,28,-1,31,4.6,1,69*,-4

# Assay outcomes as filed in PubChem BioAssay.
